# High-throughput results (PubChem)
# M5 antag: human M5 muscarinic receptor antagonists, primary screen, CHO cells, Fluo-8 calcium fluorescence; AID 624040, 2012; hit rate 0.59% among 360,000; inhibition, % at 3 µM; CHO-hM5 cells, ACh EC80;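 active = inhibition above a per-plate cutoff, the mean of that plate's test compounds plus 3 SD, cut at about 27% in these data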;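 note: 0% = acetylcholine EC80 with DMSO and 100% = DMSO without agonist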
# Target sequence (P08912 whole entry, looked up): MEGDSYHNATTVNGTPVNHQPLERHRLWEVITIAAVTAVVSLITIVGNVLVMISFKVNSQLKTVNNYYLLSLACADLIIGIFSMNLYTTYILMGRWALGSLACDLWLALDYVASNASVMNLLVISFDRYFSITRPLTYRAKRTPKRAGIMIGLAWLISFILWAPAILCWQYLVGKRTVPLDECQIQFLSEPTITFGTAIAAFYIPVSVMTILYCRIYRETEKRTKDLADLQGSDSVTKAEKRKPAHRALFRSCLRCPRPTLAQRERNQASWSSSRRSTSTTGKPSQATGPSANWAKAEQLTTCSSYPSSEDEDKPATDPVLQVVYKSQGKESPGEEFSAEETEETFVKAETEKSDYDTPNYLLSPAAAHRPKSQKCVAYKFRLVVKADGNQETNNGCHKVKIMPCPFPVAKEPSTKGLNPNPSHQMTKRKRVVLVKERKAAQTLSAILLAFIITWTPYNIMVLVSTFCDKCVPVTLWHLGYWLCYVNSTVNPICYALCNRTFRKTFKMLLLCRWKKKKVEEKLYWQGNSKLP
# M4 PAM: human M4 muscarinic receptor positive allosteric modulators, primary screen, CHO-K1 cells, Fluo-8 calcium fluorescence; AID 624126, 2012; Muscarinic acetylcholine receptor M4 (Homo sapiens), P08173; hit rate 0.4% among 360,000; CHO-K1 hM4/Gqi5, ACh EC20; 0% = ACh EC20, 100% = maximal ACh; activation, % at 3 µM;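 active = activation above its plate's cutoff, the mean activation of sample wells plus 3 SD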; note: some results filed as inactive read as strong as hits
# Target sequence (P08173 whole entry, looked up): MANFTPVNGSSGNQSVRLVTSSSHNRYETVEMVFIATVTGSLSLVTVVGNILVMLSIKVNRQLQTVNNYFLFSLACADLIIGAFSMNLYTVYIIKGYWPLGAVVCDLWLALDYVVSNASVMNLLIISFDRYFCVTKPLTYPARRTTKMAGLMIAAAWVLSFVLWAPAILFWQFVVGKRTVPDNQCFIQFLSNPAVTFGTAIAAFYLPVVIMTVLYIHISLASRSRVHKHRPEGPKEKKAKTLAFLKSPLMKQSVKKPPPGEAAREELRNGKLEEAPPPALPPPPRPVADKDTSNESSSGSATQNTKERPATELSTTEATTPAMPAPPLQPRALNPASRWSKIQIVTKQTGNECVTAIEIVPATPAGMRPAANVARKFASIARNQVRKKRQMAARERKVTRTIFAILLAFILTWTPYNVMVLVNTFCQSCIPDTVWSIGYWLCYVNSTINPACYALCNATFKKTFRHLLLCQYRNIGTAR
# CHRM4 agonist: human M4 muscarinic receptor agonists, primary screen, CHO-K1 cells, Fluo-8 calcium fluorescence; Muscarinic acetylcholine receptor M4 (Homo sapiens), P08173; CHO-K1 hM4/Gqi5; vehicle 0%, full acetylcholine response 100%; activation, % at 3 µM; hit rate 0.14% among 360,000;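 active = activation above the run mean over all test wells plus 3 SD, cut at about 32% in these data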;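 note: peak over basal fluorescence ratio per well then scaled between controls; 0% = DMSO wells and 100% = acetylcholine at EC100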
# CHRM1 antagonist: human M1 muscarinic receptor antagonists, primary screen, CHO-K1 cells, Fluo-8 calcium fluorescence, 1536-well | Muscarinic acetylcholine receptor M1 (Homo sapiens), P11229 | CHO-K1 hM1, ACh EC80 antagonist | inhibition, % at 3 µM | hit rate 1.3% among 360,000 | AID 588852, 2011;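 active = percent inhibition above its own plate's cutoff, namely the mean of that plate's compound wells plus 3 SD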;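 note: peak over basal fluorescence ratio during 140 s after agonist addition; 0% = ACh EC80 plus DMSO and 100% = DMSO alone without agonist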
# CHRM1 PAM: human M1 muscarinic receptor positive allosteric modulators, primary screen, CHO-K1 cells, Fluo-8 calcium fluorescence, 1536-well. Muscarinic acetylcholine receptor M1 (Homo sapiens), P11229. CHO-K1 hM1, ACh EC20; 0% = ACh EC20, 100% = maximal ACh. activation, % at 3 µM. hit rate 0.088% among 360,000. AID 588819, 2011; in the data active = activation above about 19%, passing the limit was not always enough
# CHRM5 agonist: human M5 muscarinic receptor agonists, primary screen, CHO-K1 cells, Fluo-8 calcium fluorescence; Muscarinic acetylcholine receptor M5 (Homo sapiens), P08912; CHO-K1 hM5 cells; 0% DMSO wells, 100% maximal acetylcholine response; activation, % at 3 µM; hit rate 0.19% among 360,000;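 active = activation above the run's mean over test compounds plus 3 SD, cut at about 23% in these data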;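 note: signal is peak over basal fluorescence ratio across the kinetic read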
# CRFR2-BP ag: agonists of CRF-BP/CRF-R2 complex, primary screen, cell-based, HEK293, calcium dye fluorescence, uHTS; AID 588473, 2011; calcium dye fluorescence (FLIPR); percent of saturating CRF peptide response; hit rate 0.46% among 350,000; activation, % at 13.2 µM; CRF-binding protein / CRF receptor 2 complex (human);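 active = activation of at least 50%, plus an integration ratio under a set limit after plate pattern correction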;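 note: plate controls were neutral control wells without compound for no effect and CRF at EC100 for full effect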
# CHRM5 PAM: human M5 muscarinic receptor positive allosteric modulators, primary screen, CHO-K1 cells, Fluo-8 calcium fluorescence. hit rate 0.3% among 360,000. Muscarinic acetylcholine receptor M5 (Homo sapiens), P08912. CHO-K1 hM5, ACh EC20 PAM; 0% = ACh EC20, 100% = ACh EC100. activation, % at 3 µM;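 active = activation above the run cutoff, the mean activation of all test compounds plus 3 SD, cut at about 18% in these data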
#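 Measured by: Fluo-8 calcium fluorescence; material: human M5 receptor in CHO-K1 cells; schedule: Post-acetylcholine fluorescence recording 140 s; benchmarks: low control EC20 acetylcholine (0%), high control EC100 acetylcholine (100%); read-out: Max/basal fluorescence ratio as % of EC20–EC100 ACh window; compound: single dose, 3 µM nominal final test concentration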
# M4 antag: human M4 muscarinic receptor antagonists, primary screen, CHO cells, Fluo-8 calcium fluorescence | AID 624125, 2012 | inhibition, % at 3 µM | CHO-hM4 cells, ACh EC80 | hit rate 0.73% among 360,000;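 active = inhibition above its plate's cutoff, the mean inhibition of sample wells plus 3 SD, cut at about 27% in these data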;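 note: 0% = acetylcholine EC80 with DMSO and 100% = DMSO without agonist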
# Active calls of the source: *; · = not tested or not shown; & = joins results of further samples.
Molecule	M5 antag	M4 PAM	CHRM4 agonist	CHRM1 antagonist	CHRM1 PAM	CHRM5 agonist	CRFR2-BP ag	CHRM5 PAM	M4 antag
O=C(CNS(=O)(=O)c1ccccc1)OCC(=O)c1ccc(OC(=O)c2ccccc2)cc1	20	-10	23	19	-17	8	2.7	-20	17
O=C(COc1ccc(Cl)cc1)Nc1cccc(-c2ccc3nncn3n2)c1	15	-24	14	5	-4	-3	-1.5	-14	3
O=C(CNC(=O)c1cnccn1)Nc1ccc(F)c(F)c1F	-12	7	1	6	-2	15	-2.2	21*	-8
CCN(CC)S(=O)(=O)c1ccc(C)c(NC(=O)CNCc2ccccc2OC)c1	4	-9	3	6	-2	-6	-3.8	-9	1
CCCCN(CC)C(=O)Cn1c(=O)sc2ccccc21	9	8	1	-32	5	0	1.3	-4	-8
CCc1ccc(-c2nc(CN3CCC(C(=O)NCc4ccccc4OC)CC3)c(C)o2)cc1	0	6	6	-6	3	-6	1.1	-8	-27
COc1ccc(CCNC(=O)[C@H](CC(C)C)NC(=O)N2CCn3c2nc2ccccc23)cc1OC	-2	7	2	-16	9	-7	-0.5	-4	-33
CC1CCCCN1C(=O)COC(=O)CNC(=O)c1sc2ccccc2c1Cl (stereo unspecified)	7	4	4	-7	5	1	-1.0	3	-4
CCc1cccc(NC(=O)CCNS(=O)(=O)c2cccc3nonc23)c1	10	-5	·	-5	7	-2	1.0	2	13
O=C(CCc1ccc(S(=O)(=O)NC2CCCCC2)cc1)NCc1ccccc1	-3	10	3	-6	3	4	8.3	-3	-7
COc1ccccc1CNS(=O)(=O)CCNC1CCCCC1	-5	2	1	-13	6	1	-1.1	-1	1
CCCCCCCC(=O)NNC(=O)Cc1ccccc1	1	5	0	0	5	2	-2.9	4	4
CCN1CC(C)C(O)(c2ccccc2)CC1C (stereo unspecified)	-2	9	0	-18	4	-7	-1.1	-2	2
COC(=O)C1=C(C)NC(C)=C([N+](=O)[O-])C1c1ccccc1C(F)(F)F (stereo unspecified)	8&1	-4&-11	1&3	-17&15	-3&-12	0&1	-0.2&-1.8	-3&-12	-1&5
O=C1c2ccccc2C(=O)N1c1ccccc1	6	8	0	-5	1	-1	-0.1	0	-10
COC(=O)c1ccc(NC(=O)CSc2nnc(COc3c(C)cccc3C)o2)cc1	-8	1	1	-11	7	-8	2.8	-3	-13
CCCN(C(=O)CCCSc1nc2ccccc2[nH]1)c1c(N)n(Cc2ccccc2)c(=O)[nH]c1=O	-3	5	2	-2	6	-1	0.2	-2	-24
Clc1ccc(OCc2cnc(Cl)s2)cc1	11	0	-1	0	-2	-6	-4.2	1	4
CC(C)[C@H](NC(=O)c1nn(Cc2ccccc2)c(=O)c2ccccc12)C(=O)O	7	5	0	4	0	1	0.2	5	-7
O=C(C1=C[C@@H](c2coc3ccccc3c2=O)C[C@@H](OCc2ccc(CO)cc2)O1)N1CCOCC1	15	-1	6	0	-1	1	-3.1	-1	15
CCCn1c(=O)c(C(=O)Nc2ncccc2O)c(O)c2ccccc21	2	9	1	-11	-1	-1	-0.9	-6	-21
O=C(CSc1nc(=O)n2ccccc2n1)Nc1ccc2c(c1)OCO2	5	1	2	1	4	1	-0.3	2	2
Cc1cc(C)c(NC(=O)CSc2nc3ncc(Br)cc3[nH]2)c(Cl)c1	9	6	0	-15	16	-6	0.2	1	0
CCNC(=S)N/N=C/c1cccc(OCc2c(F)cccc2Cl)c1	-6	-8	-1	-9	7	-5	2.7	4	5
COc1ccc(-n2c(COc3cccc4ccccc34)nnc2SCC#N)cc1	5	0	3	-11	1	-2	-0.5	-2	-7
COc1cc(NS(=O)(=O)c2ccc(C)c(C)c2)c(OC)cc1Cl	4	2	1	-1	3	-4	-3.2	-6	-4
Fc1ccccc1COc1ccc(/C=N/n2cnnc2)cc1	1	-2	0	-3	6	-1	-0.5	5	3
O=C(NCC(=O)N(c1cccnc1)C(C(=O)NC1CCCC1)c1cccs1)c1cccs1 (stereo unspecified)	-5	-4	1	-4	8	-1	-0.7	2	7
O=C(Nc1cccc(C(F)(F)F)c1)c1csc(COCCO)n1	2	4	2	-19	9	1	·	1	-9
C(#CCN1CCCC1)CC(c1ccccc1)c1ccccc1	75*	-23	9	100*	-32	-7	4.9	-21	69*
CC1CCCCC12NC(=O)N(CC(=O)Nc1ccc(N3CCCCC3)cc1)C2=O (stereo unspecified)	-2	4	0	-15	11	0	-0.3	3	-3
O=C(NCc1ccc(F)c(F)c1)C1CCC(=O)N(CCc2ccccc2)C1 (stereo unspecified)	-4	-2	0	-1	3	-1	1.7	0	-10
Cn1cnnc1SCc1ccc(C(=O)NN)cc1	5	4	2	-11	11	-2	-0.2	-1	10
COCCSc1ccccc1C(=O)Nc1cc([N+](=O)[O-])ccc1OC	-5	3	0	-10	13	-7	0.1	7	7
CC1=C(C(=O)OCCOC(C)C)C(c2cccc3ccccc23)NC(=O)N1 (stereo unspecified)	2	-7	8	5	-4	8	-1.8	-4	0
COc1cccc(-c2sc3ccc(OC)cc3c2-c2ccc(OCCN3CCCC3)cc2)c1	-5	3	9	-3	7	-1	8.2	2	-3
CC(C)NC(=O)Nc1ccc2c(c1)C(=O)N([C@H](C)CO)C[C@H](C)[C@@H](CN(C)Cc1ccc3c(c1)OCO3)OCCCC[C@@H](C)O2	0	6	1	-10	9	1	-0.9	1	-7
O=C(COc1ccc(Br)cc1)NCCNC(=O)c1ccccn1	9	-1	1	-10	7	5	-8.8	-4	4
CCOC(=O)c1ccc(Nc2nnc(C)c3ccccc23)cc1	16	0	2	-4	-4	-6	0.4	-8	-5
CCCOC1CCCN(C(=O)CCc2nnc(-c3ccc4c(c3)OCO4)o2)C1 (stereo unspecified)	-6	11	2	0	10	-4	-1.7	3	-16
OC(CNCCN1CCNCC1)Cc1ccccc1 (stereo unspecified)	-1	4	0	-12	7	-4	0.1	10	-3
O=C(Cn1cc(C(=O)c2ccco2)c2ccccc21)Nc1ccccc1	0	2	3	-10	8	3	0.7	3	-4
COc1cccc(C2NC(=O)CCC2[N+](=O)[O-])c1OC (stereo unspecified)	3	7	1	0	4	1	-0.7	-2	2
S=C(NCc1cccnc1)Nc1ccc2c(c1)OCO2	7	-6	0	4	1	-1	-0.2	-6	7
COc1ccc(NC(=O)c2cccs2)cc1	-2	12	1	-8	6	-3	-1.5	1	-7
CCOC(=O)N(C)c1c(CC)nc2c(OCc3ccc(OC(F)F)cc3)cccn12	-5	-3	2	-5	-6	-1	·	-4	-4
CN(C(=O)C1CCN(S(=O)(=O)c2ccccc2[N+](=O)[O-])CC1)C1CCCCC1	11	-1	19	10	-8	4	-2.8	-10	-6
CCc1cccc(NC(=O)C2CCN(S(=O)(=O)c3c(C)noc3C)CC2)c1	-11	11	4	0	4	0	1.8	-4	1
COc1ccc(CCNC(=O)Cc2ccc(OCc3ccccc3)c(OC)c2[N+](=O)[O-])cc1OCc1ccccc1	22	1	4	23	-12	4	3.3	-11	-3
CCOc1cccc(/C=N/NC(=O)C2CCCC2)c1O	1	-3	1	-3	5	-1	1.0	1	-1

# Printed as active in M4 antag, of those listed so far:
Molecule	M5 antag	M4 PAM	CHRM4 agonist	CHRM1 antagonist	CHRM1 PAM	CHRM5 agonist	CRFR2-BP ag	CHRM5 PAM	M4 antag
C(#CCN1CCCC1)CC(c1ccccc1)c1ccccc1	75*	-23	9	100*	-32	-7	4.9	-21	69*

# Continuation:
Molecule	M5 antag	M4 PAM	CHRM4 agonist	CHRM1 antagonist	CHRM1 PAM	CHRM5 agonist	CRFR2-BP ag	CHRM5 PAM	M4 antag
Cc1ccc2sc(N(CCN(C)C)C(=O)c3ccc(S(=O)(=O)N4CC(C)OC(C)C4)cc3)nc2c1C (stereo unspecified)	14	11	4	-7	4	-3	-0.2	-4	-5
O=C(COC(=O)C1(c2ccccc2)CCCC1)N1CCNC1=O	3	5	1	-12	3	-6	-0.7	5	-5
O=C(COC(=O)CCc1nc2ccccc2c(=O)[nH]1)Nc1c(Cl)cccc1C(F)(F)F	5	0	1	-9	6	2	-0.1	2	0
Cc1cc(NS(=O)(=O)c2ccc(NC(=S)NC(=O)c3cccc(S(=O)(=O)N(C)C)c3)cc2)no1	3	14	2	6	0	-1	3.0	5	-2
C=C(C)CSc1nnc(-c2cc(OC)c(OC)c(OC)c2)n1N	5	-5	1	-9	7	-1	-1.3	-2	-1
CCOc1ccccc1NC(=O)CCc1nnc2ccc(N3CCC4(CC3)OCCO4)nn12	-13	-1	4	-4	1	-3	0.7	0	-6
CCc1nc2ccc(C(=O)Nc3cc(-c4ccccc4)ccc3OC)cn2c1N(C)CCC(C)C	-3	5	1	-20	8	2	·	-2	1
Nc1nc(SCC(=O)N2CCCCCC2)[nH]c(=O)c1NC(=O)c1ccco1	9	-4	14	-5	-2	4	3.8	-16	-12
CC(=O)c1cccc(N2C(=NC(=O)COc3ccccc3)SC3CS(=O)(=O)CC32)c1 (stereo unspecified)	4	-5	2	5	1	-2	-2.2	2	4
Fc1cccc(NC(=S)NCCN2CCOCC2)c1	7	1	1	-12	13	-3	-0.4	-3	1
COc1cccc(CNC(=O)CN2C(=O)COc3ccc(S(=O)(=O)N4CCC(C)CC4)cc32)c1	4	-8	1	-4	2	-5	0.4	-5	-1
CC(=O)c1cccc(NC(=O)c2ccc3ccccc3c2)c1	12	-9	10	5	-3	2	-0.2	-5	-4
COc1ccc(-n2nnnc2SCC(=O)c2cc3ccccc3o2)cc1	-5	-3	3	-9	5	-1	3.0	6	-6
CN(C(=S)NC(=O)C1(C)CC1(Cl)Cl)c1ccccc1 (stereo unspecified)	11	2	0	1	0	1	-1.4	-2	0
COc1ccc(N2CCN(C(=O)CCC(=O)N3CCOc4ccc(Cl)cc43)CC2)cc1	4	0	8	1	3	2	5.0	-10	-3
Cc1c(/C=N/n2cnnc2)c2ccccc2n1CCOc1ccc(Cl)cc1	0	-5	4	4	1	-1	0.4	-3	11
CN1C/C(=C/c2ccncc2)C(=O)/C(=C/c2ccncc2)C1	17	-6	0	-13	10	-4	1.2	-2	-1
COC(=O)c1ccc(NC(=O)COC(=O)COc2cccc3c2OC(C)(C)C3)cc1	15	1	8	-12	10	1	-0.9	-11	3
COc1cc(-c2ccccc2)nc2ccccc12	5	-7	-1	20	-9	-11	-0.6	-8	1
COc1cccc(CNC(=O)COC(=O)c2ccc(-c3ccc(O)cc3)cc2)c1	1	-4	10	17	-6	5	-1.6	0	-3
